Assay outcomes deposited in PubChem by several laboratories.
MazF activator – MazEF (E. coli) toxin RNase activation | activation, % at 20 µM | P0AE70 | FAM/BHQ RNA-DNA oligo cleavage fluorescence, 5 h | AID 504720 | 350,000 tested, 0.32% active; in the data active = activation above about 50%
Target sequence (P0AE70 whole entry, looked up): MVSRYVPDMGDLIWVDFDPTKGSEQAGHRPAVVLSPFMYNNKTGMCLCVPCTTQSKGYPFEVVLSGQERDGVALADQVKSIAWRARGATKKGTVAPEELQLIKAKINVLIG
Mtb FBA inh – inhibitors of M. tuberculosis fructose-bisphosphate aldolase. P9WQA3. purified M. tuberculosis FBA, fluorescence read-out. inhibition, % at 1 µM. 360,000 tested, 2.3% active. AID 588726; in the data active = inhibition above about 27%;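 note: 0% = vehicle and 100% = reference inhibitor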
Target sequence (P9WQA3 whole entry, looked up): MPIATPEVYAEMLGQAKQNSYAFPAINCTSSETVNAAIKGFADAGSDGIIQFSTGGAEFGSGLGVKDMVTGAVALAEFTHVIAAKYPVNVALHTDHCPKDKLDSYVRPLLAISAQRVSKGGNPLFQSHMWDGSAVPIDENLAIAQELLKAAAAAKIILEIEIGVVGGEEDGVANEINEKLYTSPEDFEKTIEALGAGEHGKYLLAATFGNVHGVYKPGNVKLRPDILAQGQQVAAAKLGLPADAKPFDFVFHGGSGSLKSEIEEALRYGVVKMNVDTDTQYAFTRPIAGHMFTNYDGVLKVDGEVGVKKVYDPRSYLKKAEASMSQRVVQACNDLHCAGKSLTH
DUSP3 inh – blocks human VHR1 dual specificity phosphatase. P51452. 290,000 tested, 0.52% active. inhibition, % at 13.3 µM. recombinant VHR phosphatase, pNPP absorbance; in the data active = inhibition above about 50%; note: some compounds called inactive have numbers as strong as hits
Target sequence (P51452 whole entry, looked up): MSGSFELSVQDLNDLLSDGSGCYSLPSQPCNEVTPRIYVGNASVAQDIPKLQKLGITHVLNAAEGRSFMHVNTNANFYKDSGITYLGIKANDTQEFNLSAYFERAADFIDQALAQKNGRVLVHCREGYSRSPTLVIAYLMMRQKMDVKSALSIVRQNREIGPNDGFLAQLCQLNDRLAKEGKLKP
SSB-PriA inh – blocks PriA binding to SSB C-terminal tail; AlphaScreen SSBct-PriA binding, biotinylated peptide; inhibition, % at 33 µM; 430,000 tested, 0.6% active; AID 1272365; in the data active = inhibition mostly above about 37%, no sharp cut-off; inactive = mostly below about 20%;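 note: plate controls were negative control peptide for no effect and reference peptide for full effect; strong numbers were not always called active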
3CLpro inhibitor – SARS-CoV 3CLpro protease inhibition; AID 1706; recombinant SARS-CoV 3CLpro, quenched FRET peptide cleavage; inhibition, % at 6 µM; 290,000 tested, 0.14% active; in the data active = inhibition above about 12%
Mtb BioA inh – BioA (M. tuberculosis) enzyme inhibition. purified M. tuberculosis BioA enzyme, plate reader. inhibition, % at 9.99 µM. 360,000 tested, 0.096% active. AID 602481; in the data active = inhibition above about 40%
Mtb UGM inh – Mtb UDP-galactopyranose mutase inhibition. P9WIQ1. purified UGM, fluorescence polarization probe displacement. inhibition, % at 10 µM. 320,000 tested, 0.06% active. AID 504406; in the data active = inhibition above about 10%, passing the limit was not always enough
Target sequence (P9WIQ1 whole entry, looked up): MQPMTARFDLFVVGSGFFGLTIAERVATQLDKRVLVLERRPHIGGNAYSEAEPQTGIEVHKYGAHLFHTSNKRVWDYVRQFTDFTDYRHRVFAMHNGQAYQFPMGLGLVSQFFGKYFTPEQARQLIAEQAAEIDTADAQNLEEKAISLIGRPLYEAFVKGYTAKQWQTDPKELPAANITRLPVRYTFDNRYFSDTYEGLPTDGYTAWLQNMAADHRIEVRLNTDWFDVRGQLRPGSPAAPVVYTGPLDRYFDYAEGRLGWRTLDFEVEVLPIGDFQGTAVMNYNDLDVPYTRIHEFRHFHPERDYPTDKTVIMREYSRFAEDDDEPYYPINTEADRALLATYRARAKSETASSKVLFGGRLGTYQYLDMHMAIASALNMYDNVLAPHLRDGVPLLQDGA
GDH-TPI inh – counter-screen for M. tuberculosis FBA inhibitors: GDH-TPI coupled enzymes; GDH-TPI coupled enzyme counterscreen, NADH absorbance; inhibition, % at 4.8 µM; 360,000 tested, 1.2% active; in the data active = inhibition above about 30%;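 note: 0% = DMSO wells and 100% = wells lacking the enzyme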
Rv3671c inh – inhibitors of M. tuberculosis serine protease Rv3671c; P9WHR9; inhibition, % at 5.96 µM; 320,000 tested, 0.048% active; AID 2606; in the data active = inhibition above about 38%;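 note: extracellular domain of Rv3671c used as enzyme; 0% = enzyme with DMSO and 100% = no enzyme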
Vc quorum ag – inducers of Vibrio cholerae quorum light production without autoinducers; V. cholerae BH1578 lux reporter, luminescence, 6 h; activation, % at 18.7 µM; 350,000 tested, 0.16% active; AID 588436; in the data active = activation mostly above about 9.7%, no sharp cut-off; note: not every result past the cut was called active; inactives centre near 0; reference of the scale not given here
An asterisk follows results filed as active; i = inactive; / = not tested or not shown; & = joins results of further samples. An excerpt; the hit share may differ from the screen's.

No.	smiles	MazF activator	Mtb FBA inh	DUSP3 inh	SSB-PriA inh	3CLpro inhibitor
1	Cc1cc(=O)oc2cc(OC(C)C(=O)Nc3ccc(N4CCOCC4)cc3)ccc12 (configuration not stated)	9.4	2.2	20.5	-13.5	-1.3
2	CCNC(=S)NNC(=O)c1cccnc1	9.7	1.2	17.8	4.7	0.9
3	O=C(CCSc1ccc(Cl)cc1)N1CCOCC1	-0.7	-14.8	0.0	-26.8	2.2
4	COCCn1c(Cc2ccccc2)nnc1SCC(=O)N1CCCCC1C (configuration not stated)	4.0	-2.8	21.8	-7.9	0.4
5	O=C(Nc1ncccn1)C1CCCCC1	3.3	4.3	-3.9	-9.2	1.9
6	CCOC(=O)N1CCN(S(=O)(=O)N2CCCC(C(=O)NCCc3ccccc3)C2)CC1 (configuration not stated)	3.5	-2.8	-9.7	1.5	-3.6
7	Cc1[nH]c2ccccc2c1C(=O)COC(=O)c1ccccc1O	11.7	-2.0	/	1.2	/
8	N/C(=N\OC(=O)c1ccoc1)c1ccc(Br)cc1	-2.6	38.4*	6.2	/	0.9

No.	Mtb BioA inh	Mtb UGM inh	GDH-TPI inh	Rv3671c inh	Vc quorum ag
1	/	2.4	13.0	-4.5	i
2	0.0	0.0	8.3	-13.9	-0.4
3	-0.8	1.2	-2.4	0.1	-1.7
4	-0.2	3.5	4.4	-0.4	-0.3
5	/	0.7	-4.1	0.6	2.2
6	-1.0	-3.5	5.7	5.8	i
7	-1.1	-0.4	7.4	-2.6	i
8	0.8	0.4	-3.0	-6.4	1.0

Single records, as listed above. Values in the order: MazF activator | Mtb FBA inh | DUSP3 inh | SSB-PriA inh | 3CLpro inhibitor | Mtb BioA inh | Mtb UGM inh | GDH-TPI inh | Rv3671c inh | Vc quorum ag
`O=C(CCSc1ccc(Cl)cc1)N1CCOCC1` across the screens: -0.7 | -14.8 | 0.0 | -26.8 | 2.2 | -0.8 | 1.2 | -2.4 | 0.1 | -1.7
`Cc1cc(=O)oc2cc(OC(C)C(=O)Nc3ccc(N4CCOCC4)cc3)ccc12` (configuration not stated) across the screens: 9.4 | 2.2 | 20.5 | -13.5 | -1.3 | / | 2.4 | 13.0 | -4.5 | i

Continued.
No.	smiles	MazF activator	Mtb FBA inh	DUSP3 inh	SSB-PriA inh	3CLpro inhibitor
9	Cc1ccc(N/C=C2\CCCCC2=O)c(C)c1	2.7	3.0	0.1	/	-1.0
10	COc1ccccc1N(C)S(=O)(=O)c1ccc(C(=O)N(C)Cc2cccc(OC)c2OC)cc1	-4.3	-2.8	/	/	/
11	Cc1cc(C(F)(F)F)n2ncc(-c3ccccc3)c2n1	6.5	-7.8	1.2	4.0	-4.0
12	COc1ccc(NC(=O)C2CC(c3c(F)cccc3Cl)=NO2)cc1 (configuration not stated)	1.6	0.9	15.4	-16.4	2.2
13	COc1ccc(C(C(=O)NC(C)(C)C)N(Cc2cccnc2)C(=O)CCC(=O)Nc2cc(C)on2)cc1 (configuration not stated)	4.0	3.6	11.8	-7.6	-4.6
14	O=C(CNC(=O)c1ccccc1Cl)N/N=C/c1ccc2c(c1)OCO2	9.0	-5.0	0.5	/	5.3
15	CCSc1nnc(NC(=O)C(C)(C)C)s1	-7.2	0.0	-3.8	-17.0	0.5
16	C=C(C)c1cccc(C(C)(C)NC(=O)Nc2ccc(C(C)=O)cc2)c1	-1.5	-2.8	-0.8	-4.5	-1.1

No.	Mtb BioA inh	Mtb UGM inh	GDH-TPI inh	Rv3671c inh	Vc quorum ag
9	/	0.1	1.6	0.5	i
10	0.7	/	4.5	/	-0.5
11	/	0.8	-12.2	-2.8	i
12	-1.4	1.6	1.5	-2.2	i
13	-2.4	-5.7	3.7	6.4	-0.2
14	-1.2	0.8	12.0	5.8	-3.8
15	0.3	0.8	-8.9	-3.9	i
16	0.0	0.3	21.0	-16.7	-0.1

Continuation.
No.	smiles	MazF activator	Mtb FBA inh	DUSP3 inh	SSB-PriA inh	3CLpro inhibitor
17	CCOc1ccccc1NC(=O)CCCN1C(=S)NC(C)(C)CC1C (configuration not stated)	2.5	-0.2	1.2	-5.6	4.0
18	CCOc1ccc2[nH]c3c(NCCCOC)ncnc3c2c1	-16.1	110.5*	-6.2	-15.5	-3.0
19	COCCCn1c(-c2ccc(OC)cc2)cc(C(=O)NC2CCCCCCC2)c1C	-8.6	-0.5	-6.7	14.4	-7.1
20	OCCC1CN(Cc2cccc(-c3ccco3)c2)CCN1Cc1ccsc1 (configuration not stated)	-9.8	2.3	12.9	15.8	-1.6
21	Cc1ccc(O)c(C(=O)c2cnn(C(=O)COc3ccc(Cl)cc3)c2)c1	-7.8	1.9	22.4	-2.8	-2.5
22	CCCC(C(=O)NC1CCCC1)N(CCN(CC)CC)C(=O)c1snc(C(N)=O)c1N (configuration not stated)	-2.7	7.7	-8.1	8.7	-0.1
23	CCCn1c(N)c(N(CCOC)C(=O)c2cc3c(s2)CCCCC3)c(=O)[nH]c1=O	-0.5	-0.3	24.0	-1.2	-2.4
24	O=C(c1cccc(Cl)c1)N1CCn2c1nc1ccccc12	10.5	0.9	12.9	3.4	-4.8

No.	Mtb BioA inh	Mtb UGM inh	GDH-TPI inh	Rv3671c inh	Vc quorum ag
17	-0.4	1.2	6.2	-8.1	-0.4
18	0.9	2.1	1.5	/	i
19	/	-2.5	-4.1	0.9	-0.1
20	/	0.0	6.5	-0.1	-0.2
21	/	2.4	-0.7	4.6	-0.5
22	/	-1.9	10.4	0.8	0.6
23	1.5	0.5	9.6	0.7	-0.9
24	-1.9	1.8	-3.8	-11.3	i

More results follow:
No.	smiles	MazF activator	Mtb FBA inh	DUSP3 inh	SSB-PriA inh	3CLpro inhibitor
25	CNC(=O)CSc1nnc(-c2ccc3c(c2)OCO3)n1C	1.1	-0.5	21.7	-9.1	-4.4
26	C=CCNC(=S)N(CC)c1cccc2ccccc12	10.0	2.2	12.1	-19.7	-1.6
27	Clc1cc(Cl)cc(CN2CCSCC2)c1	1.6	-3.2	12.0	-1.4	3.0
28	O=C(NC(NC1CCS(=O)(=O)C1)C(Cl)(Cl)Cl)c1ccc(Br)cc1 (configuration not stated)	-6.1	-0.9	23.1	-21.9	0.3
29	Cc1ccc(-c2nnn(CC(=O)NCCC3=CCCCC3)n2)cc1	1.8	2.1	11.8	-4.2	4.7
30	O=C(Nc1c2c(nc3c1CCC3)CCCC2)c1ccccn1	-2.8	-0.5	1.5	-11.4	0.5
31	CCCCN(C(=O)c1cccc(S(=O)(=O)N2CC(C)OC(C)C2)c1)c1c(N)n(CCCC)c(=O)[nH]c1=O (configuration not stated)	-1.7	2.1	4.7	-1.8	0.6
32	C=CCNC(=O)NC(=O)c1csc([N+](=O)[O-])c1	3.1	1.2	-5.1	-11.7	4.2

No.	Mtb BioA inh	Mtb UGM inh	GDH-TPI inh	Rv3671c inh	Vc quorum ag
25	/	-1.5	-3.9	5.3	i
26	/	6.8	2.2	-10.8	-0.4
27	/	-1.7	-7.5	3.6	i
28	2.0	-1.5	-4.6	-7.5	i
29	-0.6	-1.9	7.5	-1.5	i
30	/	0.2	9.6	11.5	-0.3
31	-1.4	1.7	2.1	3.3	0.1
32	-1.4	0.9	11.7	-4.5	i

The results go on.
No.	smiles	MazF activator	Mtb FBA inh	DUSP3 inh	SSB-PriA inh	3CLpro inhibitor
33	CC1(C)Cc2c(c(N3CCCC3)[nH]c(=S)c2C#N)CO1	/	/	19.6	/	-0.2
34	CCC(CC)C(=O)N(C)c1c(C)nc2c(OCC(=O)C(C)(C)C)cccn12	/	-1.1	/	/	/
35	COc1cc2c(cc1OC)CN(CC(=O)Nc1ccc(Cl)c(S(=O)(=O)N(C)C)c1)CC2	/	2.2	40.7	/	-1.6
36	COc1ccc(C(=O)N2CCCC(CNC(=O)c3ccccc3Cl)C2)o1 (configuration not stated)	4.6	-2.1	16.5	-25.4	-2.3
37	COc1ccc(Cl)cc1NC(=O)c1cnc2sccn2c1=O	-14.8	-0.8	23.6	-12.1	5.4
38	CC[C@@]12C(=O)N(c3cccc(F)c3)C(=O)N1[C@H](c1ccc(F)cc1)[C@@H]1C(=O)N(C3CCCCC3)C(=O)[C@@H]12	6.9	-2.7	24.4	2.7	16.3*
39	O=C1CS(=O)CN1c1ccc(Oc2ccccc2)cc1 (configuration not stated)	7.2	0.1	21.5	-10.7	-1.7
40	COC(=O)C1=C[C@@H](C(=O)OC)[C@@H]2C3=C(C(=O)[C@@]2(C)NC(=O)c2ccccc2)[C@H](C)n2c(=O)n(C)c(=O)n2[C@@H]3C1	8.7	4.1	/	-19.6	/

No.	Mtb BioA inh	Mtb UGM inh	GDH-TPI inh	Rv3671c inh	Vc quorum ag
33	/	-0.6	/	-4.2	/
34	-0.2	/	0.9	/	0.1
35	/	1.9	6.9	2.2	i
36	4.8	0.1	8.6	3.3	-1.0
37	-1.9	1.2	-3.4	1.7	0.1
38	0.0	-0.3	-3.5	-2.4	i
39	0.6	-3.1	10.1	6.4	-0.2
40	0.9	-3.1	10.0	6.7	i

Other results:
No.	smiles	MazF activator	Mtb FBA inh	DUSP3 inh	SSB-PriA inh	3CLpro inhibitor
41	Cc1ccc2c(c1)C1CN(C)CCC1N2C(=S)NC(=O)c1ccc(Br)cc1 (configuration not stated)	2.2	1.3	11.1	-0.5	-0.9
42	CCCn1c2c(c(O)c(C(=O)Nc3ccc(OC)cc3)c1=O)CCCC2	-4.6	0.5	13.9	-8.9	4.5
43	Cc1sc(NC(=O)c2ccc(Br)s2)c(C(N)=O)c1C	29.9	3.2	28.6	2.0&-12.5	8.2
44	Cc1c(C(C)(C)O)[nH]c2ccc(C(F)(F)F)cc12	12.5	3.7	8.9	-1.6	1.1
45	COc1ccc(CNC(=O)C2CC(c3ccc(F)cc3)=NO2)cc1 (configuration not stated)	4.4	0.8	20.9	-2.5	0.4
46	CSC1=NSC2=NC(=O)/C(=C/c3coc4ccc(O)cc4c3=O)C(=N)N12	i	13.4	2.1	6.6	0.9
47	CCCc1nnc(SCC(=O)N2CCCCC2)n1CC1CCCO1 (configuration not stated)	2.8	0.7	39.6	-16.1	-2.5
48	Cc1ccc(-c2nn(CC(=O)O)c(=O)c3ccccc23)cc1	6.7	-3.9	34.7	-9.3	-7.4

No.	Mtb BioA inh	Mtb UGM inh	GDH-TPI inh	Rv3671c inh	Vc quorum ag
41	2.9	0.2	5.6	-1.0	i
42	-0.9	-1.7	17.9	4.0	/
43	-1.4	-0.2	17.9	-0.8	i
44	1.9	-1.2	2.2	-3.2	-0.4
45	-2.7	4.4	-2.5	2.0	-0.2
46	/	-3.2	6.7	-13.7	0.4
47	0.0	1.5	1.4	-2.8	4.3
48	0.8	0.3	-13.7	3.1	-0.7

Additional entries follow:
No.	smiles	MazF activator	Mtb FBA inh	DUSP3 inh	SSB-PriA inh	3CLpro inhibitor
49	O=c1[nH]c(=O)n(-c2cccc(Cl)c2)c(O)c1C=NCCN1CCCCC1	-1.0	-2.6	12.0	-4.1	-1.3
50	CCN(CCCNC(=O)CCNC(=O)Cn1ccc2ccccc2c1=O)c1ccccc1	-1.9	3.8	-2.4	0.8	0.8
51	Cc1ccc(S(=O)(=O)N(C)CC(=O)OCc2nnc(-c3ccccc3)o2)cc1	4.1	-1.9	-0.8	-10.1	1.1
52	CCn1c(CCc2ccccc2)n[nH]c1=S	-0.6	4.0	24.5	-4.9	-0.6
53	CCc1cc(C(=O)Cc2nc3ccccc3s2)c(O)cc1OCC(=O)O	0.9	11.4	40.5	-10.6	1.2
54	O=C(Nc1cccnc1)/C(N=Nc1cccnc1)=C(\O)c1ccccc1	-3.4	2.1	21.9	/	-1.6
55	Cc1ccccc1NS(=O)(=O)c1cc(C(=O)Nc2cccnc2)ccc1C	-1.6	-1.4	17.9	1.5	-1.4
56	COc1ccc(-n2c(O)c(C=NCc3ccc4c(c3)OCO4)c(=O)[nH]c2=O)cc1	1.4	0.8	-15.7	-6.4	0.4

No.	Mtb BioA inh	Mtb UGM inh	GDH-TPI inh	Rv3671c inh	Vc quorum ag
49	/	0.5	-1.9	-4.0	-8.0
50	-1.3	/	7.5	/	0.1
51	-0.8	1.1	12.0	4.1	i
52	/	-0.1	-3.7	9.7	2.1
53	1.4	-0.1	8.2	-6.6	i
54	/	/	0.7	-1.0	0.6
55	6.0	-0.6	-5.3	4.8	4.2
56	/	1.8	-7.1	2.7	-0.4
